Bioassay records: PubChem, NCI
All columns: NCI-60 one-dose screen, growth in % after 48 h at 10 µM unless noted; 100 = growth as untreated, 0 = no growth, -100 = all killed.
OVCAR-3 = OVCAR-3 ovarian cancer; 79,000 compounds, 7% hits
A498 = A498 renal cancer cells; 76,000 compounds, 5.4% hits; AID 1794774
IGROV1 = IGROV1 ovarian cancer. 79,000 compounds, 4.7% hits. AID 1794786
OVCAR-4 = OVCAR-4 ovarian cancer cells; 80,000 compounds, 3.7% hits; AID 1794784
ACHN = ACHN renal cancer | 81,000 compounds, 4.9% hits
RXF 393 = RXF 393 renal cancer cells. 77,000 compounds, 6.9% hits. AID 1794773
OVCAR-5 = OVCAR-5 ovarian cancer; 82,000 compounds, 2.9% hits; AID 1794783
SK-OV-3 = SK-OV-3 ovarian cancer cells; 80,000 compounds, 3.2% hits; AID 1794785
OVCAR-8 = OVCAR-8 ovarian cancer | 81,000 compounds, 4.4% hits | AID 1794782
* marks the source's active call; other numbers are inactive results; · = no result given; & = joins results of further samples; ! = repeats disagree. The calls were made as follows: active = growth percent below 10; inactive = the rest.

#	mol	OVCAR-3	A498	IGROV1	OVCAR-4	ACHN
1	COc1cc(/C=C2\CN(C)Cc3c2nc2nc(SC)[nH]c(=O)c2c3-c2cc(OC)c(OC)c(OC)c2)cc(OC)c1OC	97.6	97.2	93.2	99.5	87.3
2	CCOC(=O)c1cc(Cl)c(O)c(Cl)c1	114.6	103.6	96.8	119.5	103.4
3	CC(C)(C)C(=O)O[C@@H]1[C@H](OC(=O)C(C)(C)C)[C@@H](CO)O[C@H]1n1c(=O)cc(N)[nH]c1=O	109.8	96.0	101.3	98.9	102.1
4	Oc1c(Br)cc(Br)c2ccc(Cn3cc(-c4ccccc4C(F)(F)F)nn3)nc12	51.5	106.5	107.4	79.4	61.8
5	O=C(CN1CCN(c2cc(=O)[nH]c3ccc(F)cc23)CC1)N(c1ccccc1)c1ccccc1	108.6	83.7	99.8	100.8	105.0
6	O=c1cc(N/N=C/c2ccccc2)c2ccccc2[nH]1	108.1	88.9	91.7	108.7	96.1
7	O=C(Oc1ccc(=O)[nH]n1)c1ccccc1	104.9	·	111.8	·	105.9
8	O=C(/C=C(/C=C/c1ccc(F)cc1)OB(F)F)/C=C/c1ccc(F)cc1	99.5	86.5	104.2	83.1	107.2
9	COc1cc(-c2cc(N)n(-c3nc4ccccc4[nH]3)n2)cc(OC)c1OC	103.7	87.2	114.6	97.0	103.4
10	C=C1C(=O)O[C@H]2[C@H]1CC/C(Cn1cc(Cn3ccc4ccccc43)nn1)=C\CC[C@@]1(C)O[C@@H]21	-59.7*	74.3	47.8	45.4	-52.9*
11	CCOC(=O)N1CCCCC1CC (centres undefined)	119.8	116.9	101.3	110.9	99.5
12	O=C(/C=C/c1ccccc1)c1ccc(NC(=O)N2CCN(c3cc4c(cc3F)c(=O)c(C(=O)O)cn4C3CC3)CC2)cc1	107.9	·	96.3	106.8	106.4
13	CCOC(=O)C1=Cc2c(-c3cc(Cl)ccc3O)nc(N)nc2C(C)(C)C1	·	86.3	92.7	100.6	91.0
14	COc1ccc(NS(=O)(=O)c2ccc(NC3=C(Cl)C(=O)c4nc(C)ccc4C3=O)cc2)nn1	104.3	79.2	108.0	89.6	108.3
15	CCN(CC)S(=O)(=O)c1ccc(-c2nc(C(Cl)Cl)nc3cc(-c4ccc(C)cc4)nn23)cc1	112.1	110.1	96.6	106.1	102.9

#	RXF 393	OVCAR-5	SK-OV-3	OVCAR-8
1	103.0	121.5	114.5	28.9
2	116.4	108.0	108.9	100.5
3	112.2	108.0	112.7	98.1
4	60.1	100.4	116.0	92.9
5	102.7	101.6	109.4	107.6
6	116.4	91.6	86.7	91.4
7	95.2	92.4	96.5	97.8
8	100.1	105.8	94.6	96.4
9	·	95.4	117.5	102.4
10	-22.9*	71.5	101.4	11.0
11	110.6	93.0	107.8	102.1
12	105.5	106.5	104.7	81.4
13	92.9	97.0	88.0	94.1
14	97.9	108.5	75.5	100.9
15	106.4	102.9	108.6	86.7

Structures from the list above containing sulfur:
#	mol	OVCAR-3	A498	IGROV1	OVCAR-4	ACHN
1	COc1cc(/C=C2\CN(C)Cc3c2nc2nc(SC)[nH]c(=O)c2c3-c2cc(OC)c(OC)c(OC)c2)cc(OC)c1OC	97.6	97.2	93.2	99.5	87.3
14	COc1ccc(NS(=O)(=O)c2ccc(NC3=C(Cl)C(=O)c4nc(C)ccc4C3=O)cc2)nn1	104.3	79.2	108.0	89.6	108.3
15	CCN(CC)S(=O)(=O)c1ccc(-c2nc(C(Cl)Cl)nc3cc(-c4ccc(C)cc4)nn23)cc1	112.1	110.1	96.6	106.1	102.9

#	RXF 393	OVCAR-5	SK-OV-3	OVCAR-8
1	103.0	121.5	114.5	28.9
14	97.9	108.5	75.5	100.9
15	106.4	102.9	108.6	86.7

More records follow.
#	mol	OVCAR-3	A498	IGROV1	OVCAR-4	ACHN
16	CC1Cc2c(ncn3c(-c4ccc(Cl)cc4)nnc23)N(C)c2ccccc21 (centres undefined)	82.3	81.6	·	72.9	84.8
17	O=c1c2cccc3c(Nc4ccc(Br)cn4)ccc(c32)c2nc3ccccc3n12	94.1	93.9	48.9	53.7	90.2
18	COc1cc(C)cc(-c2nn(CC(N)=O)cc2-c2ccnc(Oc3ccncc3)n2)c1	104.7	95.5	112.8	94.7	97.7
19	C=C(C)[C@@H]1CC[C@]2(COC(=O)c3ccccc3C(=O)O)CC[C@]3(C)[C@H](CC[C@@H]4[C@@]5(C)CCCNC(C)(C)[C@@H]5CC[C@]43C)[C@@H]12	68.0	112.9	54.5	57.3	65.0
20	C=C(C)[C@@H]1CC[C@]2(C(=O)NCCNCCN)CC[C@]3(C)[C@H](CC[C@@H]4[C@@]5(C)CC[C@H](O)C(C)(C)[C@@H]5CC[C@]43C)[C@@H]12	110.0	100.8	92.5	110.0	99.9
21	CC[C@@H]1C(=O)N(C)c2cnc(Nc3ccc(C(=O)NC4CCN(C)CC4)cc3OC)nc2N1C1CCCC1	13.1	-28.3*	-0.2*	35.3	21.2
22	Cc1cc2nnc(SCC(=O)c3ccccc3)n2c(SCc2ccccc2)n1	108.7	94.2	107.9	110.8	100.3
23	COC(=O)c1cc2c3ccccc3oc(=O)c2c2nc3ccccc3n12	101.1	·	61.5	87.2	94.8
24	CS(=O)(=O)Nc1cc(-c2ccc3ncnc(Nc4ccc5c(cnn5Cc5cccnc5)c4)c3c2)cnc1Cl	19.2	19.2	4.0*	74.6	75.8
25	COc1ccc(OC)c(/C=C/C(=O)N/N=C/c2ccccc2)c1	6.0*	38.7	38.5	78.2	62.8
26	Nc1nc(N)c(N=Nc2ccc(S(N)(=O)=O)cc2)c(=O)[nH]1	105.7	42.3	92.8	99.2	112.4
27	Cc1ccc(S(=O)(=O)NC(CCC(N)=O)C(=O)O)cc1 (centres undefined)	105.4	95.3	105.7	113.4	101.9
28	C#Cc1cc(C(=O)Nc2ccc(CN3CCN(C)CC3)c(C(F)(F)F)c2)ccc1C	86.4	63.9	75.7	72.3	92.2
29	CC(=O)Nc1ccc(OC(C)(C)C)cc1	116.0	115.2	88.4	108.0	100.3
30	N#CCCc1c[nH]c2ccccc12	98.7	102.9	102.8	93.0	97.0

#	RXF 393	OVCAR-5	SK-OV-3	OVCAR-8
16	114.9	108.5	103.6	92.6
17	99.8	90.7	94.3	102.6
18	112.6	104.5	97.6	103.5
19	·	90.0	·	70.5
20	101.7	114.8	103.3	101.2
21	-3.0*	17.3	-64.3*	21.4
22	116.4	99.6	100.1	96.9
23	111.7	110.0	·	99.8
24	44.4	49.0	58.4	75.6
25	45.4	85.0	60.0	54.8
26	98.5	95.1	108.2	91.7
27	105.5	102.0	97.0	100.1
28	76.3	74.6	93.2	77.4
29	119.9	102.0	111.0	109.2
30	106.5	102.5	88.9	91.9

(list continues)
#	mol	OVCAR-3	A498	IGROV1	OVCAR-4	ACHN
31	C=C1CC[C@@H]2[C@]3(C)COC(c4cn[nH]c4-c4cccc(Cl)c4)O[C@@H]3CC[C@@]2(C)[C@@H]1C/C=C1/C(=O)OCC1O (some centres undefined)	-62.0*	151.0	-44.1*	35.2	-87.4*
32	O=C1OC(=O)C2CCCCC12 (centres undefined)	109.0	105.4	115.6	114.1	98.2
33	CCCCCN1C(=O)[C@H](CC(C)C)C[C@H]1CNCC(=O)OC(C)(C)C	104.1	49.6	92.9	95.9	107.2
34	COc1cc(OC)cc(C(=O)Nc2cc(-c3cccnc3)nc(NCCCN3CCOCC3)n2)c1	105.5	83.3	97.4	117.4	103.3
35	C=CCn1c(C)nc2cc(Nc3nc(Nc4ccc5nc(C)n(CC=C)c5c4)c4ccccc4n3)ccc21	-99.8*	-100.0*	-93.8*	-100.0*	-97.4*
36	Cc1ccc(/C(=C/c2ccc([N+](=O)[O-])cc2)C(=O)O)cc1	106.4	96.8	108.0	107.0	97.7
37	C=CCC1C(=O)NN=C1C (centres undefined)	108.9	99.9	108.4	110.6	100.1
38	CC(=O)OCC#CCOC(C)=O	111.8	·	109.7	94.5	91.5
39	Cc1cc(Br)cc(NC(=O)Cn2c(-c3cncs3)nc3ccccc32)c1	99.8	71.1	101.9	94.1	85.6
40	CCn1cc(C(=O)O)c(=O)c2cc(F)c(N3CCN(C)CC3)cc21	111.5	106.9	102.3	102.8	99.0
41	Cc1cc(O)c2c(c1)C(CC(=O)O)N(Cc1ccc(C(=O)O)cc1)C1=C2C(=O)c2cccc(O[C@H]3C[C@H](O)[C@@H](O)C(C)O3)c2C1=O (some centres undefined)	100.9	117.7	91.1	112.0	93.5
42	O=c1c2ccccc2c(=O)n(-c2ccccc2)n1-c1ccccc1	121.5	140.0	92.9	97.9	103.9
43	O=S(=O)(O)NS(=O)(=O)O	114.1	94.1	105.8	100.9	99.5
44	Cc1cc(C)c(C)c(CN(C)C)c1	116.4	100.9	116.3	100.2	113.3
45	Cc1cc(C)c2nc(Nc3ccc4c(C)cc(=O)oc4c3)sc2c1	102.2	92.4	99.7	100.7	100.4

#	RXF 393	OVCAR-5	SK-OV-3	OVCAR-8
31	-91.0*	-62.0*	49.6	-23.3*
32	112.4	91.6	99.4	100.7
33	106.0	107.7	101.6	90.6
34	93.9	100.1	93.9	91.8
35	-97.4*	-92.5*	-95.7*	-40.9*
36	101.4	104.1	105.2	104.5
37	110.8	100.8	93.5	101.7
38	122.6	92.7	100.7	114.6
39	94.4	94.9	108.3	92.8
40	116.2	108.2	110.0	90.3
41	118.2	98.2	89.8	102.4
42	207.7	90.3	101.6	104.6
43	116.4	104.4	104.2	100.4
44	111.7	108.1	110.2	103.3
45	112.1	91.1	101.0	104.9

New compounds follow:
#	mol	OVCAR-3	A498	IGROV1	OVCAR-4	ACHN
46	O=C(O)c1cccc2cccc(C(=O)O)c12	103.2	105.3	101.5	·	112.6
47	CC1=C(C(=O)OCC(C)C)C(c2ccc3c(c2)OCO3)NC(=O)N1 (centres undefined)	116.8	120.8	94.8	104.1	105.0
48	N#CC(C#N)=NO	110.5	101.5	101.0	113.4	98.4
49	Cn1c(O)c(N=NC(=O)c2ccncc2)c2ccccc21	111.7	·	101.6	111.7	109.3
50	CC1=NN(c2nc(SCC(=O)Nc3nc4ccc(C)cc4s3)nc(-c3ccccc3)c2C#N)C(=O)C1	107.6	101.4	83.5	101.1	96.3
51	CC1C/C(=C\c2ccc([N+](=O)[O-])cc2)C(=O)O1 (centres undefined)	103.1&106.5	93.7&103.8	107.7&121.4	103.4&108.7	101.9&108.8
52	N#CC(c1c(Cl)cccc1N1CCCCC1)N1CCCCC1 (centres undefined)	115.3	105.4	106.0	102.7	103.6
53	CNC(=O)c1cc(Oc2ccc(NC(=O)c3nc(SC)oc3-c3ccc(F)cc3)cc2)ccn1	99.0	84.1	73.6	75.6	76.2
54	C/C(=N\NC(=O)Cn1c(C(C)C)nc2ccccc21)c1ccccc1	104.1	51.1	110.8	112.8	92.9
55	Cc1ccc(Cl)c(NC(=S)NCc2cccnc2)c1	107.4	89.1	99.5	100.5	102.6
56	COc1cc(CNC(=O)/C=C/c2ccc3c(c2)OCO3)ccc1OCc1cn(-c2ccccc2)nn1	109.0	111.9	101.8	77.9	93.7
57	CCOC(=O)c1ccc(-c2ccc(C(=O)OCC)cc2)cc1	99.2	·	119.2	·	90.8
58	O=c1oc2ccc(-c3ccc(F)cc3F)cc2c(=O)n1-c1cccc(C(F)(F)F)c1	7.8*!	-34.1*	8.2*!	13.4&19.2	4.3*
59	CC(C)(C)OC(=O)N1CCc2c(sc3ncnc(Nc4ccc(NC(=O)Nc5ccc(Br)cc5)cc4)c23)C1	88.8	88.5	90.7	97.4	92.5
60	Cc1ccc(/C=C/c2ccc([N+](=O)[O-])cc2)cc1	104.0	81.1	94.2	·	95.8

#	RXF 393	OVCAR-5	SK-OV-3	OVCAR-8
46	111.8	123.3	102.8	·
47	100.6	104.0	107.8	102.6
48	104.6	104.1	89.1	103.1
49	104.9	104.8	·	104.1
50	94.9	92.6	105.8	101.8
51	106.2&104.2	94.5&100.5	101.4&104.4	101.0&97.9
52	108.4	101.8	105.0	104.8
53	115.8	107.1	112.4	95.8
54	66.6	79.3	87.4	98.4
55	·	102.1	91.9	·
56	90.9	101.7	101.8	96.0
57	106.6	101.5	·	92.0
58	-24.7*	10.4&12.1	0.4*	8.9*!
59	89.7	84.6	68.4	85.0
60	99.2	98.5	97.3	82.5

(more compounds)
#	mol	OVCAR-3	A498	IGROV1	OVCAR-4	ACHN
61	CCCCC[n+]1ccc(SCC(=O)n2ccc3ccccc32)c2ccccc21	91.7	95.9	70.4	88.7	87.4
62	Cc1ccc2oc(=O)cc(-c3sc(N4CCOCC4)nc3-c3ccccc3)c2c1	103.8	106.6	89.9	78.3	·
63	COc1ccc(NNc2c(N)nn3c(-c4ccc(OC)c(OC)c4)c(C#N)c(N)nc23)cc1	120.9	113.9	93.1	98.4	97.5
64	CCCCNc1nc(NC(C)(C)C)nc(NC(C)(C)C)n1	54.2	45.4	51.3	55.2	62.9
65	O=CC(CO)OC(C=O)n1ccc(=O)[nH]c1=O (centres undefined)	112.6	114.6	116.0	·	105.3
66	COc1nccc2c(Sc3ccccc3)nc(N)nc12	118.5	76.2	113.5	99.7	107.6
67	O=C(O)Cc1c(Cl)ccc(Cl)c1Cl	108.3	74.5	103.9	97.8	·
68	Cn1cc(-c2csc(-c3cn(C)c4ncccc34)n2)c2ccccc21	-4.8*	-0.6*	42.8	71.6	57.4

#	RXF 393	OVCAR-5	SK-OV-3	OVCAR-8
61	·	92.1	81.5	90.8
62	109.2	101.6	92.3	98.5
63	140.5	101.4	88.0	102.9
64	-7.7*	62.0	81.9	59.5
65	114.8	95.9	108.8	90.4
66	116.8	106.7	113.8	101.5
67	99.2	103.3	87.3	81.0
68	19.9	64.6	36.6	30.2

Hits appear at their usual frequency; 11% or so of the library scored in one or more.
